TCR act = T cell receptor activation; primary human leukocytes, anti-CD3, IL-2 HTRF, 48 h; Potency, µM (top dose mostly 9.22 µM), for inactives: top-dose activation of IL-2 secretion, most hits filed as activators; 330,000 tested, under 10 active; also: % of control where 0% means no effect
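IL-2 release read by HTRF sandwich (Eu cryptate donor, d2 acceptor, 665 nm emission) after 48 hr exposure of primary human leukocytes to compound together with anti-CD3 beads in the absence of co-stimulatory signals.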
TRPV1 ag = agonists of human vanilloid receptor 1 (TRPV1); Q8NER1; TRPV1-expressing cells, Fluo-8 calcium influx, agonist mode; activation, % at 8.33 µM; 320,000 compounds, 0.19% hits; AID 540275; in the data active = activation above about 80%; inconclusive = between about 30% and that limit; also: 0% is about no effect
Target sequence (Q8NER1 whole entry, looked up): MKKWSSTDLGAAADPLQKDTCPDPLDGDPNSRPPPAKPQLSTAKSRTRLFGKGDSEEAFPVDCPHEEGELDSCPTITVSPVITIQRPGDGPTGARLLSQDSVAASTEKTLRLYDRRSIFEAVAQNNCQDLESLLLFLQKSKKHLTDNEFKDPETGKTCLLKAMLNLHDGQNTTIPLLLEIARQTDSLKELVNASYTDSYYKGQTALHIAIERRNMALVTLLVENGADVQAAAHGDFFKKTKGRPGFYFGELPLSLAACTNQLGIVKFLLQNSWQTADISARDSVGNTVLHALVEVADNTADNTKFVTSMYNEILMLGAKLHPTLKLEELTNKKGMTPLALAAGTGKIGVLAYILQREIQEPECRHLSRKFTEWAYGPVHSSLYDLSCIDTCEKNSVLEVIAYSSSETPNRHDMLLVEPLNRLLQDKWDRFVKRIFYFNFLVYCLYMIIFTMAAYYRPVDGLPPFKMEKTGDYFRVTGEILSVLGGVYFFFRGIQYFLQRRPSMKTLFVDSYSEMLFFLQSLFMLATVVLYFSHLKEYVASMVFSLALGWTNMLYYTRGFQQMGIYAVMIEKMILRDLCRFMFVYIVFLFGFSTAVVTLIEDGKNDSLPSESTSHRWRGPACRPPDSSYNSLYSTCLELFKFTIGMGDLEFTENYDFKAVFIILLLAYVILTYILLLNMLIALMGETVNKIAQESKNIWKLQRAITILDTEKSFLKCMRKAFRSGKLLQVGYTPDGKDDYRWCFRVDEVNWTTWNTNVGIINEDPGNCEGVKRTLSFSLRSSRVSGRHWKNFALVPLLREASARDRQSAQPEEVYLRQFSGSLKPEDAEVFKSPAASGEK
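Fluo-8 calcium influx in TRPV1-expressing cells, kinetic read (ex 480/em 520 nm). Compound added and read 3 min for agonist activity, followed by capsaicin at EC20 final and 2 min further read for enhancement.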
USP2a inh = blocks human ubiquitin-specific protease USP2a. AID 463254. Potency, µM (titrated, usually from 38.3 µM), for the others: at the highest dose activity change, negative = inhibition, actives largely listed as inhibitors. USP2 core, Ub-CHOP2 coupled fluorogenic reporter, 485/531. O75604. 330,000 compounds, 0.01% hits;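 also: potency is read from the fitted curve at half-maximal effect; plate controls were DMSO wells for no effect and full inhibition by NEM control for full effect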
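Deubiquitinase activity read as fluorescence (485/531 nm) after Ub-CHOP2 cleavage activates the enterokinase reporter on its substrate; USP2 core 10nM, Ub-CHOP2 and substrate 25nM each, 30min compound preincubation then 60min RT; data normalized to NEM, curves fitted.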
TSHR antagonist = antagonists of human thyroid stimulating hormone receptor | TSHR-expressing cells, TSH-stimulated cAMP HTRF, 2 h; active compounds read low | 330,000 compounds, 0.2% hits | activity change, negative = inhibition, % at 11.5 µM | P16473;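 active = activity change below a set negative limit, meaning inhibition stronger than a set level, cut at about -70% in these data; inconclusive = activity change between two set negative limits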; also: % is scaled to controls: 0 for no effect and ±100 for the full control effect
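TSHR-expressing cells were treated with compounds, then stimulated with TSH at EC80 (4nM final) for 2 hours at 37 deg C. Cellular cAMP was measured by HTRF competition between lysate cAMP and cAMP-d2 for a cryptate-labelled anti-cAMP antibody.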
Mito fusion act = mitochondrial division inhibition or fusion activation; S. cerevisiae fusion-defective mutant growth rescue, CellTiterGlo 48 h; Potency, µM (highest dose often 46.1 µM), for the others: at the top dose growth rescue (activation), hits mostly activators; 320,000 compounds, 0.23% hits; AID 485298;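 also: potency is read from the fitted curve at half-maximal effect; % of control where 0% means no effect; nearly all actives have a fitted effect of over 45% in size; temperature-sensitive fusion mutants such as fzo1-1 at 37 °C on non-fermentable ethanol glycerol medium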
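Luminescent cell viability in 1536-well qHTS format served as the measure of rescued growth in ts fusion-mutant S. cerevisiae cultured on non-fermentable YPEG for 48 hours at 37C.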
KCNH2 3.1 inh = blocks the human KCNH2 3.1 channel isoform | 340,000 compounds, 0.95% hits | U2OS KCNH2 3.1, thallium flux FluxOr; active compounds read low | activity change, % (tested at about 1.8 µM);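 active = maximum activity change below -70%; inconclusive = maximum activity change from -70% to -50%; inactive = maximum activity change above -50%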;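 also: thallium influx rate constant from kinetic fluorescence after stimulation buffer; % is scaled to controls: 0 for no effect and ±100 for the full control effect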
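U2OS cells transduced with KCNH2 3.1 mutant virus (1.77 x 10^8 /mL, 4 h), plated overnight at 37 C, loaded 45 min with FluxOr dye plus Red40 quencher. Thallium flux rate constant from kinetic reads after stimulation buffer, normalised to controls.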
Eya2 phos inh = inhibitors of human Eya2 phosphatase activity | Potency, µM (top dose mostly 76.9 µM), for inactives: at the top dose activity, negative = inhibition, usual class: inhibitors | 330,000 compounds, 0.006% hits | recombinant Eya2, OMFP fluorescence dephosphorylation (OMFP is methylfluorescein phosphate); also: potency is read from the fitted curve at half-maximal effect; % is scaled to controls: 0 for no effect and ±100 for the full control effect
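Eya2 (0.2 uM) preincubated 10 min at ambient with compound, then OMFP substrate added at 50 uM; 10 min reaction in 50 mM HEPES pH 7.5, 50 mM NaCl, 5 uM MgCl2, 0.05% BSA, 1 mM DTT. Fluorescence read at Ex 485/Em 525 nm.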
AT treatment = potential ataxia-telangiectasia treatments restoring KAP-1 phosphorylation | […] A-T fibroblasts, KAP-1 phosphorylation AlphaLISA; neocarzinostatin DNA damage 30 min before lysis | Potency, µM (doses to about 57.5 µM), inactives show at the top dose activation, usual class: activators | 320,000 compounds, 0.19% hits | AID 485349; also: potency is read from the fitted curve at half-maximal effect; % of control where 0% means no effect; nearly all actives have a fitted effect of over 45% in size
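ATM-like activity read as KAP-1 phosphorylation via AlphaLISA donor/acceptor antibody pairs after lysis and 6 hr at 25C. Cells were ATM-null patient fibroblasts ([…], hTERT), dosed 60 min, then exposed to the DSB inducer NCS for 30 min.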
ELG1 repair inh = blocks ELG1-dependent DNA repair in HEK293T cells | HEK293T ELG1-luciferase reporter, luminescence, 16 h; DNA damage induced by 5-fluorouridine | 330,000 compounds, 2.3% hits | Potency, µM (titrated, usually from 46.1 µM), without a hit: at the top dose activity change, negative = inhibition, most hits filed as inhibitors; also: potency is read from the fitted curve at half-maximal effect; % is scaled to controls: 0 for no effect and ±100 for the full control effect; nearly all actives have a fitted effect of over 55% in size
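Overnight (16 hr) co-exposure of 2,000 cells/well to 5-fluorouridine and compound at 37 °C preceded detection. Luciferase was quantified via ONE-Glo luminescence; loss of signal denotes inhibition.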
KCNH2 WT inh = blocks the wildtype human KCNH2 potassium channel; Q12809; U2OS, BacMam KCNH2, thallium flux FluxOr; active compounds read low; activity change, % at 1.84 µM; 340,000 compounds, 0.37% hits; AID 720551;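 active = maximum activity change below -70%; inconclusive = maximum activity change between -70% and -50%; inactive = maximum activity change above -50%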; also: % is scaled to controls: 0 for no effect and ±100 for the full control effect
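U2OS cells transduced with wild-type KCNH2 virus are loaded with FluxOr dye for 45 min, and thallium flux is measured in kinetic reads before and after stimulation buffer. Rate constants are normalized to DMSO controls.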
Numbers without * were called inactive; u = inconclusive; x = not tested or not shown; [ ] = dose if it differs, or a comment. Unless noted, calls follow the shape of the dose curve; as a rule, active = well fitted curve in the direction sought with a large enough effect; inconclusive = small, poorly fitted or top-dose-only effect, or another doubt; inactive = no such curve, though single readings can be large; an effect the other way counts as inactive or inconclusive. This is a subset (hit frequency here may not be typical).

structure | KCNH2 3.1 inh | AT treatment | TCR act | TSHR antagonist | ELG1 repair inh | TRPV1 ag | Mito fusion act | KCNH2 WT inh | Eya2 phos inh | USP2a inh
O=C1C(c2ccncc2)N(CCC2=CCCCC2)C(=O)CN1C1CCCCC1 (stereo not drawn) | -22 | -2% | 6% | -1 | -7% | 9 | 2% | -4 | -17% | 3%
C/C(=N\NC(=O)CSCc1ccc([N+](=O)[O-])cc1)c1ccccc1O | 9 | 12% | -3%[46.1 µM] | -2 | u | 3 | 7% | -5 | -3% | 1%
O=C(O)CCc1ccccc1OC(=O)c1ccccc1 | 8 | 7% | -3% | 3 | u | -2 | 1% | 7 | 2% | 2%
CCOC(=O)[C@@H]1[C@H]2COc3cc(OC)ccc3[C@H]2N2C(=O)N(c3ccc(F)cc3)C(=O)[C@]12C | -8 | 16% | -2% | 22 | u | -1 | 3% | 2 | 5% | 2%
O=C(CSc1nc(C2CC2)nc2ccccc12)Nc1ccc2c(c1)OCCO2 | -4 | 9% | -8% | -13 | -27% | -1 | 5% | -7 | -25% | 1%
COc1ccccc1-c1c(C)[nH]n2c(=O)c(Cc3ccccc3)c(C)nc12 | 3 | 1% | -5% | -2 | u | 14 | -2% | -2 | -2% | 0%
CCCc1nc2ccccc2c(=O)n1/N=C/c1ccc(O)cc1O | 3 | 20% | 0% | -11 | u | -5 | 0% | 5 | -9% | -3%
COc1ccc(S(=O)(=O)N(C)CC(=O)NCc2cccnc2)cc1C | -14 | 16% | 1% | -8 | -3% | -15 | 0% | 9 | 7% | 3%
Cc1cc(C(=O)C(C)OC(=O)c2ccc(NC(=O)CC#N)cc2)c(C)n1-c1ccc(OC(F)F)cc1 (stereo not drawn) | 21 | -1% | -3% | -19 | 24% | 4 | 15% | -9 | -5% | 3%
COc1cccc(-c2nn(Cc3ccccc3)cc2CO)c1 | -1 | -2% | 11% | 15 | u | 6 | -3% | -6 | 11% | 0%
CCn1c(-c2cccnc2Cl)nc2ccccc21 | 6 | -4% | 0% | -11 | u | 30 | 3% | 0 | 6% | 0%
O=C1C=CC(=O)N1c1ccc(O)cc1 | -6 | -4% | 2% | 8 | 7% | 1 | -3% | -7 | u | 1%
C=CCN1C(=O)/C(=C/c2ccc(O)cc2)S/C1=N/c1nccs1 | 7 | -10% | 2%[46.1 µM] | 63 | -19% | u | 13% | -2 | -8% | 2%
CCOC(=O)c1sc(Nc2ccc(C)cc2C)nc1C | -6 | 2% | 6% | 1 | 1% | 2 | 7% | -3 | -9% | -2%
COc1ccc(C(C(=O)NC2CCCC2)N(C(=O)c2snc(C(N)=O)c2N)C2CCCC2)cc1OC (stereo not drawn) | 26 | -3% | -1% | 0 | -2% | 1 | -2% | 6 | 10% | 1%
Cc1noc(C)c1CSCC(=O)N(C)CC(=O)Nc1ccc(Cl)c(C(F)(F)F)c1 | 3 | -2% | -8% | -18 | 1% | 23 | 1% | -3 | -7% | 1%
CC(C)NC(=O)NC(=O)COC(=O)Cc1ccsc1 | 4 | 9% | -1% | 0 | 9% | 0 | 2% | 20 | 7% | 2%
Cc1cccc(NC(=S)N=Nc2c(O)n(CN3CCOCC3)c3ccccc23)c1C | -23 | 2% | -10%[46.1 µM] | 8 | u | 5 | 29% | 1 | -5% | 2%
COc1ccccc1/C=C1\SC(=S)N(CCC(=O)Nc2cccc(O)c2)C1=O | 3 | -2% | 3% | -5 | u | u | -4% | 0 | -1% | -1%
CCOC(=O)C(=O)N1c2ccccc2C(N(C(=O)C(=O)OCC)c2ccccc2)CC1C (stereo not drawn) | 2 | 23% | -5% | -4 | 2% | 18 | -3% | -16 | u | 0%
O=C(c1ccco1)N1CCN(c2ccnc3cc(Cl)ccc23)CC1 | -1 | 7% | -4% | -4 | u | u | 0% | 15 | 5% | 2%
Cc1nc(-c2ccc(S(=O)(=O)NCc3ccccn3)s2)cs1 | -10 | 3% | 2% | 0 | -9% | 10 | -2% | -4 | 7% | 8%
N#C/C(=C\c1ccccc1)C(=O)NCCN1CCOCC1 | -30 | -7% | 1% | 5 | -5% | 0 | -4% | -15 | -1% | 3%
Cc1cc(C(F)(F)F)n2ncc(-c3ccc(F)cc3)c2n1 | 4 | -4% | -2% | 0 | 0% | 9 | -5% | 17 | 5% | 2%
COc1cccc(CNC(=O)c2ccc(OC)c(S(=O)(=O)NC3CCCC3)c2)c1 | 1 | -2% | 3% | -2 | -4% | -2 | -2% | -6 | 11% | 0%
CCOC(=O)C1=C(CC)Nc2ccccc2N=C1NC(=O)c1cc(S(=O)(=O)N2CCOCC2)ccc1C | 5 | 12% | 18% | 3 | -29% | x | x | -10 | 4% | 0%
O=C(OCc1cccc([N+](=O)[O-])c1)c1ccc[nH]c1=O | 5 | 1% | 0% | -7 | 10% | -1 | -1% | -7 | -13% | 2%
CC1CCCC(C)N1C(=O)COC(=O)c1cccc(S(=O)(=O)N(C)c2ccccc2)c1 (stereo not drawn) | 6 | 5% | -3% | -14 | -26% | 13 | 15% | -4 | 6% | 3%
O=C(Nc1ccc2oc(-c3ccncc3)nc2c1)c1c(F)c(F)c(F)c(F)c1F | 21 | 2% | -11% | 10 | 2% | x | 0% | 20 | -1% | 1%
Cc1nn(C(C)(C)C)c(C)c1/C=N/OC(=O)Nc1ccc(Cl)c(Cl)c1 | -29 | -2% | -2% | -14 | -21% | -5 | 8% | 8 | -4% | 2%
COc1cccc(CNC(=O)c2ccc(NC(=O)CC3SC(N4CCCC4)=NC3=O)cc2)c1 (stereo not drawn) | -2 | 9% | 2% | -17 | 8% | -1 | 0% | -5 | 13% | 0%
CSc1ccc(CCNS(=O)(=O)c2ccc3c(c2)C(C)(C)C(=O)N3C)cc1 | -15 | -8% | -1% | 2 | 13% | 0 | 1% | -2 | -13% | -3%
CC(C(=O)Nc1ccc(F)c(F)c1F)N(C)CCOc1ccccc1 (stereo not drawn) | -9 | 27% | 15% | -20 | 3% | u | 4% | -8 | -6% | -4%
O=C(NCCN1C(=O)C2C3C=CC(C3)C2C1=O)N1CCCCC1 (stereo not drawn) | 20 | -12% | -2% | 5 | 4% | 5 | 1% | 4 | -26% | -4%
COc1ccccc1C(=O)NCCC(=O)OCC(=O)Nc1ccc(S(N)(=O)=O)cc1 | 10 | 8% | 5% | -7 | u | 1 | -1% | -2 | 4% | 1%
COc1cccc(NC(=O)C(NCC2CCCCC2)c2ccccc2)c1 (stereo not drawn) | 1 | x | 2% | 6 | -10% | u | 14% | 16 | -14% | -7%
O=C(COC(=O)c1ccccc1Nc1ccccc1)c1ccccc1 | 6 | 17% | x | -1 | u | 6 | 4% | -269* | 0% | -1%
O=C(Nc1cccc(C(F)(F)F)c1)C(=O)N1CCCCC1 | -24 | -4% | x | 0 | u | 10 | -2% | 18 | 5% | 0%
O=C(CNc1ccccc1F)Nc1cccc2ccccc12 | 0 | 2% | 0% | 4 | 4% | 7 | 1% | 1 | -6% | 2%
CC(=O)Nc1ccc(NC(=O)C(C)OC(=O)c2cccc(S(=O)(=O)N3CCCCCC3)c2)cc1 (stereo not drawn) | -3 | 0% | 6% | -8 | -23% | 4 | -3% | -1 | 4% | 2%
CC(Sc1nc(N)cc(=O)[nH]1)C(=O)Nc1cccc(Cl)c1 (stereo not drawn) | 7 | x | -1%[46.1 µM] | 18 | 14% | 0 | 8% | 1 | -1% | 0%
CC(=O)Cc1cc(O)c2ccccc2c1OC(=O)c1ccccc1 | -22 | 3% | -1% | -7 | -7% | 11 | 12% | -17 | 4% | 7%
CCOc1ccc(N2C(=O)CC(N(O)c3ccccc3)C2=O)cc1 (stereo not drawn) | 0 | -4% | -3% | 8 | u | -3 | 0% | -13 | 17% | -1%
Cc1ccc2[nH]c3c(c2c1)CCN(C)C3 | 3 | -5% | 3% | -10 | 1% | 0 | -3% | 4 | -1% | 2%
Nc1ccc(S(=O)(=O)NNC(=O)C(=O)NNc2ccccc2)cc1 | -2 | 0% | -7%[46.1 µM] | -6 | 17% | -2 | 7% | 6 | -3% | -3%
Cc1ccn2cc(C(=O)Nc3ccccc3N3CCOCC3)nc2c1 | -4 | 5% | -38% | -2 | 8% | u | -13% | -7 | -18% | -1%
Cc1ccccc1-n1c(SCC(=O)c2cc(C)n(C)c2C)nnc1-c1ccncc1 | -10 | 9% | x | -13 | 11µM* | 3 | 6% | -2 | -6% | 0%
O=C(CSc1nnnn1-c1ccc(O)cc1)Nc1cccc(S(=O)(=O)N2CCCC2)c1 | 21 | 1% | 10% | -18 | u | -1 | -1% | 5 | 10% | 4%
CCOc1ccc2nc(NC(=O)C(NS(=O)(=O)c3cccs3)C(C)C)sc2c1 (stereo not drawn) | 18 | 14% | x | 8 | -10% | -5 | -1% | -19 | -19% | 0%
COc1ccccc1Cc1noc(-c2cc(Cl)ccc2OC)n1 | -36 | 6% | x | -4 | 0% | 13 | 4% | -5 | 7% | 0%
CCC(=O)NS(=O)(=O)c1cccnc1Nc1ccc(Cl)cc1 | 1 | 1% | 9% | 1 | 2% | 0 | 2% | -3 | -26% | 4%

Bioassay records from PubChem.
